# D3 ag = qHTS of D3 Dopamine Receptor Agonist: qHTS. D(3) dopamine receptor (Homo sapiens), P35462. D3R DiscoveRx beta-arrestin cells, luminescence, 90 min. max activation, %. 0.58% of 410,000 active; in the data active means max activation above about 30%; further: 0% is about no effect; mostly tested at two doses, the higher about 12 µM
# Target sequence (P35462 whole entry, looked up): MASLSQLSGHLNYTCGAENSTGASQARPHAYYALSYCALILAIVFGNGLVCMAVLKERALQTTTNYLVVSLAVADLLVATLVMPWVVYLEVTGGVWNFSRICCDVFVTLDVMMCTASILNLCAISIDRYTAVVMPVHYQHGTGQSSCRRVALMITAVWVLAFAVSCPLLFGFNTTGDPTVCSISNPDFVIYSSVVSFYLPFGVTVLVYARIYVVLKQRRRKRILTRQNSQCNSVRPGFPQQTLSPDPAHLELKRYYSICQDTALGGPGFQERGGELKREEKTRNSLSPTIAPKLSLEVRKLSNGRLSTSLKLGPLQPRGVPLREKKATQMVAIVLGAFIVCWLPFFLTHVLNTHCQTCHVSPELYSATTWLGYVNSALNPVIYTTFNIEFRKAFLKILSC
#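 Cells at 1500/well, incubated overnight, then treated with pinned compounds (dopamine as control) for 90 min at 37 degrees C. DiscoveRx reagent added for 30 - 60 minutes at room temperature; luminescence read.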
# IL-2 act = qHTS of IL-2 Activators; IL-2 activation reporter assay, cell-based qHTS; stimulated with anti-CD3/CD4/CD28 beads; in transgenic mouse T cells; 0.065% of 360,000 active; activation, % (series mostly up to about 46 µM); AID 652025, 2013; in the data active means activation above about 50%; inconclusive means mostly about 30% to 49%; further: 0% is about no effect
#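 Readout: EGFP and DsRed signals by fluorescent plate cytometry. Unstimulated transgenic mouse T cells received compound 60 min before antibody-bead stimulation, then incubated 18 h at 37 degrees C.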
# WRN inhibitor = qHTS for Inhibitors of WRN Helicase; Bifunctional 3'-5' exonuclease/ATP-dependent helicase WRN (Homo sapiens), Q14191; WRN helicase unwinding, fluorescent forked duplex, kinetic; Potency, µM (doses to about 114 µM), for inactives: at the highest dose activity change, negative = inhibition, actives largely listed as inhibitors; 0.46% of 360,000 active; AID 651768, 2012; further: potency means the concentration at half of the fitted maximal effect; on the % scale 0 is the no-effect control and ±100 the full control effect; nearly all actives have a fitted effect of over 55% in size
#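 Kinetic red-fluorescence monitoring (525/598 nm) tracks WRN helicase activity after 100 nM fluorophore-quencher forked duplex and 2 mM ATP are added to 20 nM enzyme pretreated 15 min at room temperature with compound.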
# DRD3 antagonist = qHTS of D3 Dopamine Receptor Antagonist: qHTS; 2.5% of 360,000 active; max response, negative = inhibition, %; D3R cells, DiscoveRx beta-arrestin luminescence, antagonist mode; stronger effect = lower value; D(3) dopamine receptor (Homo sapiens), P35462; AID 652054, 2013; in the data active means max response below about -50%; inconclusive means no clear call, values can overlap the other calls; further: on the % scale 0 is the no-effect control and ±100 the full control effect; mostly tested at two doses, the higher about 12 µM
#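 Cells plated overnight at 1500 cells/well, then exposed to library compounds with dopamine controls for 90 minutes at 37 degrees C. DiscoveRx reagent added for 30–60 minutes at room temperature; luminescence read, quantitative HTS format.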
# GLP1R ag = qHTS of GLP-1 Receptor Agonists; Potency, µM (top dose mostly 45.6 µM), for inactives: top-dose activation, hits mostly activators; AID 624172, 2012; HEK293 GLP-1R CRE-luciferase, luminescence, 4-6 h; cells express a hypersensitive GLP-1R form; Glucagon-like peptide 1 receptor (Homo sapiens), P43220; 0.007% of 380,000 active; further: potency means the concentration at half of the fitted maximal effect; % of control where 0% means no effect
# GLP-1R inv ag = qHTS of GLP-1 Receptor Inverse Agonists (Inhibition Mode); 1.6% of 410,000 active; Potency, µM (doses to about 38.3 µM), inactives show at the highest dose activity change, negative = inhibition, most hits filed as inhibitors; Glucagon-like peptide 1 receptor (Homo sapiens), P43220; HEK293 GLP-1R CRE-luciferase, luminescence, 24 h; GLP-1R form is constitutively active; further: potency means the concentration at half of the fitted maximal effect; on the % scale 0 is the no-effect control and ±100 the full control effect; nearly all actives have a fitted effect of over 55% in size
#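 Seeding at 200 cells/uL, 12 h culture, 24 hr compound treatment, then luciferase reagent and a luminescence read; cells are HEK293 stably expressing a constitutively active GLP-1R plus cAMP-responsive luciferase.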
# PI5P4K alpha inh = qHTS for Inhibitors of phosphatidylinositol 5-phosphate 4-kinase (PI5P4K); PI5P4Kalpha enzyme, ADP-Glo luminescence, 60 min; stronger effect = lower value; max response, %; 1.2% of 330,000 active; AID 652105, 2013; active means max response of -50% or lower; inconclusive means between -30% and -50%; inactive means -30% or higher; further: value at the top dose of about 77 µM; on the % scale 0 is the no-effect control and ±100 the full control effect
# Target sequence (P48426 whole entry, looked up): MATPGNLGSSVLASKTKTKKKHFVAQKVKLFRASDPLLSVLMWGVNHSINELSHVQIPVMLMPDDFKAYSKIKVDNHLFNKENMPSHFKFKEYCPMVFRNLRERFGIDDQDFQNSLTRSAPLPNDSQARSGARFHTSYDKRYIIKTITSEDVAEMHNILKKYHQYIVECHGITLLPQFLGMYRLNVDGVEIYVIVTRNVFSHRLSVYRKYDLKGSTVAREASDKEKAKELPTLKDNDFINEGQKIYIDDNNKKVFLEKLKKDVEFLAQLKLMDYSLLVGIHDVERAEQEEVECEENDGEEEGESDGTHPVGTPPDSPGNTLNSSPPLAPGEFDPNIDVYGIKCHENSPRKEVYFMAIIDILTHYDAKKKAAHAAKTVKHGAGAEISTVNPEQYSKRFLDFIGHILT
#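 ADP-Glo luminescence end-point read after a 60 min room-temperature kinase reaction of PI5P4Kalpha plus substrate, initiated with ATP at 5 microM final. Buffer: 0.038 M HEPES pH 7.4, EGTA, 0.1% CHAPS, 5% DMSO.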
# GLP1R cytotox = qHTS of GLP-1 Receptor Inverse Agonists: Cytotox Screen | Potency, µM (doses to about 38.3 µM), without a hit: at the highest dose activity change, negative = inhibition, actives largely listed as inhibitors | HEK293 cAMP-luciferase reporter cells, luminescence, 24 h | AID 624418, 2012 | 0.13% of 410,000 active;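 further: loss of luciferase light is scored as toxicity; potency means the concentration at half of the fitted maximal effect; on the % scale 0 is the no-effect control and ±100 the full control effect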
#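 Compound-treated cells are incubated 24 hr at 37 deg C under 5% CO2 after a 12 hour attachment period, then luciferase detection reagent is added and luminescence is measured following 12 min at room temperature; lowered signal indicates toxicity.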
# PLK1 PBD inh = qHTS for Inhibitors of PLK1-PDB (polo-like kinase 1 - polo-box domain): Primary Screen. Plk1 PBD binding of FITC phosphopeptide, fluorescence polarization. Potency, µM, for the others: max response, negative = inhibition, most hits filed as inhibitors. AID 720504, 2013. Serine/threonine-protein kinase PLK1 (Homo sapiens), P53350. 2.8% of 360,000 active; further: potency means the concentration at half of the fitted maximal effect; series mostly up to about 57 µM; on the % scale 0 is the no-effect control and ±100 the full control effect; nearly all actives have a fitted effect of over 65% in size
# Starred values were filed as active, the others as inactive; ? = inconclusive; . = no result given; [ ] = remark or other dose. Unless noted, the call rests on the fitted dose curve; in most records, active means well fitted curve in the direction sought with a large enough effect; inconclusive means small, poorly fitted or top-dose-only effect, or another doubt; inactive means no such curve, though single readings can be large; an effect the other way counts as inactive or inconclusive. No enrichment for hits; any-hit rate near 7.8%.
canonical_smiles,PLK1 PBD inh,GLP1R cytotox,WRN inhibitor,GLP-1R inv ag,DRD3 antagonist,D3 ag,GLP1R ag,PI5P4K alpha inh,IL-2 act
O=C(CSc1nnnn1-c1ccccc1)N1CCCc2ccccc21,2%,-12%,0%,?,16,-1,0%,1,-0.3
COc1ccc(C2=NN(c3nc(-c4ccc(CNC(C)=O)cc4)cs3)C(c3ccco3)C2)cc1 (centres undefined),-29%,0%,-10%,69%[activator],8,-5,10%,-8,-0.5
O=C(c1c(Cl)cccc1Cl)N1CCN(c2ncccn2)CC1,-1%,-10%,0%,5%,-15,0,1%,-5,-1.6
COC(=O)C1(C)NC(c2ccco2)C2C(=O)N(c3ccc(C)cc3)C(=O)C21 (centres undefined),-3%,-2%,2%,3%,?,2,-4%,1,2.5
CCCCNC(=O)c1nc(-c2cnccn2)oc1-c1ccc(Cl)cc1,-6%,-2%,-3%,13%,25,5,.,8,-0.7
C/C(CCc1ccccc1)=N/NC(=O)C(=O)NCc1ccccc1,4%,-3%,2%,-2%,4,1,-3%,2,0.2
Cc1cc(NC(=O)CC#N)n(-c2ccccc2)n1,-4%,10%,4%,13%,-12,-9,3%,-11,0.7
CCC(C)C(=O)Nc1nnc(CCc2ccccc2)s1 (centres undefined),24µM*,-11%,-3%,?,15,-3,6%,-24,0.2
Cc1ccc(N2CCN(C(=O)c3cc4cc5ccc(C)cc5nc4s3)CC2C)cc1 (centres undefined),.,-6%,.,-3%,.,7,-1%,.,.
O=C(Nc1ccccc1)c1c2c(nc3ccccc13)CCCC2,-4%,-2%,-3%,-13%,-1,3,10%,2,1.4
COc1ccccc1CNC(=O)C(=O)NCC1OCCN1S(=O)(=O)c1ccc(Br)cc1 (centres undefined),-7%,-11%,-9%,?,19,4,-2%,4,-1.2
CCCc1nc(SCC(=O)c2ccccc2)c2c(=O)n(C)c(=O)n(C)c2n1,-3%,1%,-5%,?,37,31*,6%,5,-3.0
COc1ccc(C(=O)NC2CC2)cc1OC1CCN(Cc2ccc(F)cc2)CC1,-11%,5%,-33%,-11%,?,-18,-15%,-4,-2.2
O=C(COC(=O)CCc1c[nH]c2ccccc12)Nc1cc([N+](=O)[O-])ccc1Cl,-6%,9%,-10%,8%,1,-8,-11%,12,-1.5
O=C(O)C1CCCN1S(=O)(=O)c1ccc2[nH]c(=O)c(=O)[nH]c2c1 (centres undefined),-10%,-8%,-3%,-4%,?,-3,-12%,.,-0.8
CC(=O)Nc1ccc(S(=O)(=O)Oc2ccc(/C=C3\SC(N)=NC3=O)cc2)cc1,-7%,9%,2%[57.1 µM],15%,3,-6,5%,-5,-0.1
O=C(Nc1ccccc1Cl)C1CC(=O)N(Cc2ccco2)C1 (centres undefined),3%,-4%,6%,7%,6,-10,-5%,3,0.7
O=C(NCCc1c[nH]c2ccccc12)c1ccc2nc[nH]c2c1,3%,0%,-17%,19%,4,6,21%,?,0.2
CCN(CC)CCC(=O)N1c2ccccc2CCc2ccc(NC(=O)OC)cc21,-4%,?,1%,?,0,-9,-1%,-3,0.3
Cc1ccc(S(=O)(=O)/N=C2\C=C(Nc3cccc(C(=O)O)c3)C(=O)c3ccccc32)c(C)c1,27µM*,?,?,-7%,-71*,-27,-1%,-22,-4.0
O=C(Cc1cccc(C(F)(F)F)c1)NCc1ccc(Cl)cc1Cl,3%,4%[1.53 µM],?,?,-2,1,1%,14,0.5
C/C(=N\NC(=O)CCCNc1ccccc1)c1ccncc1,1%,-8%,-2%,13%,10,5,8%,10,-2.1
CCOC(=O)C(CCCCCCC(NC(C)=O)(C(=O)OCC)C(=O)OCC)(NC(C)=O)C(=O)OCC,3%,4%,-2%,4%,-4,1,0%,1,0.5
COc1ccc(OC)c(S(=O)(=O)NC(=O)C2(C)CCN2C(=O)Cc2ccccc2)c1 (centres undefined),-12%,1%,1%,15%,-23,-7,-2%,-6,0.3
COc1ccc(CNC(=O)c2ccc(NS(=O)(=O)c3ccc4[nH]c(=O)[nH]c4c3)cc2)cc1OC,-2%,-32%,5%,8%,11,0,-1%,-2,0.0
CCn1cc(CNC(=O)CCc2nnc(CCC3CCCCC3)o2)cn1,-10%,1%,5%,-4%,-13,0,3%,1,1.7
COCCN(C(=O)COC(=O)c1ccccc1Nc1ccccc1)c1c(N)n(Cc2ccccc2)c(=O)[nH]c1=O,1%,-14%,-7%,13µM*,-23,6,8%,1,-0.1
Cc1cccc(NS(=O)(=O)c2cc(OCC(N)=O)c(C)cc2Cl)c1,-1%,1%,-13%,-13%,-28,0,6%,0,1.0
Cc1ccccc1-c1nc(CS(=O)(=O)CC(=O)NCCCN2CC(C)CC(C)C2)c(C)o1 (centres undefined),2%,-16%,-7%,?,3,-8,5%,7,-1.2
Cc1ccc(-c2nc(C)c(CCNC(=O)C(=O)Nc3ccc4c(c3)OCCO4)s2)cc1,.,6%,.,24%,.,8,0%,.,.
CC1(C(=O)NS(=O)(=O)c2cccs2)CCN1C(=O)c1ccccc1CCc1ccccc1 (centres undefined),1%,7%,-7%,-37%,-28,-5,0%,-1,0.2
CSCCC(NC(=O)c1ccc(Cl)cc1Cl)C(=O)OCC(N)=O (centres undefined),4%,-7%,6%,9%,22,12,9%,0,-3.5
O=C(CCCN=C1NS(=O)(=O)c2ccccc21)OCC(=O)c1ccccc1,3%,-4%,-2%,1%,9,5,0%,-3,-0.6
CCCCN1C(=O)C(CC(=O)NCc2cccs2)CC(C(=O)N(C)C)=C1C (centres undefined),-8%,2%,1%,15%,-20,-2,-1%,-4,1.3
O=C(CCC(=O)Nc1ccccc1Cl)NN=C1CCCC1,2%,-2%,4%,-5%,1,4,-4%,3,-3.1
O=C(CCC1CCN(C(=O)C2CC=CCC2)CC1)Nc1ccccc1 (centres undefined),-7%,-29%,6%,-23%,-18,-3,-4%,-6,-2.1
CC(=O)c1c(C)[nH]c(C(=O)OCC(=O)N2c3ccccc3NC(=O)C2(C)C)c1C,-13%,1%,-1%,42%[activator],-4,-10,7%,-5,-3.0
O=C(COC(=O)/C=C/c1cccc(Cl)c1)NCc1cccs1,-5%,4%,2%,1%,-1,2,7%,-1,0.9
CCC(C)(C(=O)NC1CCCC1)N(C)C(=O)c1ccccn1 (centres undefined),2%,2%,-16%,3%,-6,-1,2%,4,-3.0
CCCc1cc(=O)[nH]c(SCc2ccc(F)cc2)n1,-16%,15%,-8%,28%,-6,5,16%,-3,-2.2
O=C(N/N=C/c1cccc(F)c1)c1csc2c1CCCC2,2%,-7%,-12%,?,11,0,-17%,1,-1.7
CCCCCN(C(=O)NC(=O)Nc1nncs1)S(C)(=O)=O,-13%,29%,-1%,1%,-3,-5,-1%,.,-1.9
NC(=O)C1CCN(C(=O)c2cc3ccccn3n2)CC1,-8%,12%,5%,12%,-10,-8,0%,-2,-2.6
Cc1nn(-c2ccccc2)c2c1CC(=O)Nc1ccccc1-2,3%,?,7%,?,-16,-20,27%,-2,-5.7
CC(=O)c1c(N2CCN(Cc3ccccc3)CC2)nc(=S)n(-c2ccccc2)c1C,-19%,1%,0%,-20%,-12,-16,-3%,-2,-0.5
Cc1sc(NC(=O)c2ccco2)c(C(Nc2ccccn2)c2ccccc2)c1C (centres undefined),-2%,-4%,-19%[57.1 µM],?,-13,3,-2%,-5,-2.5
Cc1cc(N(C)C)c(C#N)c(=O)[nH]1,1%,-1%,-6%,3%,5,0,-4%,-3,0.3
Cc1ccc(-n2c3nc(=O)n(C)c(=O)c-3cc3ccccc32)cc1,-26%,124%[activator],-10%,3%,-16,5,13%,-1,0.5
COc1ccc2c(CNCCc3ccc(SC)cc3)c(C(=O)O)n(Cc3ccc(F)cc3)c2c1,.,5%,.,2%,.,-1,1%,.,.
